Screens as filed in PubChem.
697 NFkB inh – lowers PMA/ionomycin-induced NF-kB signal in 697 B cells | inhibition, % at 4 µM | 330,000 compounds, 0.33% hits | 697 B-cell NF-kB luciferase reporter, 16 h; in the data active = inhibition above about 35%
APJ antag – APJ receptor antagonism; CHO-K1 APJ beta-arrestin complementation, luminescence; inhibition, % at 20 µM; 330,000 compounds, 0.32% hits;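 active = inhibition above about 40% at 20 µM, limit read from the data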;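 note: cells challenged with 10 nM apelin-13 agonist together with compound; plate controls were apelin-13 plus DMSO wells for no effect and DMSO wells lacking apelin-13 for full effect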
EBI2 block – antagonists of human EBI2 receptor; inhibition, % at 5 µM; 360,000 compounds, 0.81% hits; AID 651636; EBI2 beta-arrestin recruitment, luminescence, 7a,25-OHC stimulated; in the data active = inhibition above about 38%;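 note: enzyme fragment complementation signal reports receptor beta-arrestin coupling in cells; 0% = agonist plus DMSO wells and 100% = wells without agonist; some results beyond the cut were filed as inactive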
Target sequence (P32249 whole entry, looked up, the tested form may be a part): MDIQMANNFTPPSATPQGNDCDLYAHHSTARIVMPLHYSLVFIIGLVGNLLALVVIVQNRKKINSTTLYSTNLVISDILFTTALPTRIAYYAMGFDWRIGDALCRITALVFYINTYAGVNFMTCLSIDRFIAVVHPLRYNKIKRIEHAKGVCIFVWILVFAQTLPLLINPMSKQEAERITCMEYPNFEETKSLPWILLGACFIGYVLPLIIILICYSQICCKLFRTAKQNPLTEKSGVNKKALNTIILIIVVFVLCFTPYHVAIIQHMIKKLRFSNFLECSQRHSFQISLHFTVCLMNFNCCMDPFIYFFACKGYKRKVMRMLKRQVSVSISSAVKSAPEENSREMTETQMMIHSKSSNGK
Jurkat NFkB inh – lowers PMA/ionomycin-induced NF-kB signal in Jurkat cells. PMA/ionomycin-induced NF-kB luciferase reporter, luminescence. inhibition, % at 4 µM. 330,000 compounds, 0.53% hits; in the data active = inhibition above about 50%
UBC13 polyUb – blocks human UBC13 polyubiquitin chain formation; inhibition, % at 20 µM; P61088; AID 485273; TR-FRET; 330,000 compounds, 0.47% hits; in the data active = inhibition above about 45%, passing the limit was not always enough
Target sequence (P61088 whole entry, looked up): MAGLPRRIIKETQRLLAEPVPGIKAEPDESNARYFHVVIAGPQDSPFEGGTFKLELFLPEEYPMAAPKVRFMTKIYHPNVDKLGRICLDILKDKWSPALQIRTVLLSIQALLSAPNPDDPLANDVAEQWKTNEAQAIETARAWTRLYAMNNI
CXCR6 block – CXCR6 (human) receptor inhibition | O00574 | CHO-K1 PathHunter CXCR6 beta-arrestin, luminescence | inhibition, % at 20 µM | 360,000 compounds, 0.36% hits | AID 602244; in the data active = inhibition above about 34%, passing the limit was not always enough;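 note: antagonist mode with CXCL16 agonist at 10 nM final; 0% = 10 nM CXCL16 with DMSO and 100% = unstimulated wells without agonist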
CCR6 antag – blocks CCL20-driven beta-arrestin recruitment at human CCR6; CHO-K1 CCR6 PathHunter beta-arrestin, luminescence, CCL20-stimulated; inhibition, % at 20 µM; 340,000 compounds, 0.49% hits; AID 493098;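 active = compounds whose inhibition of the agonist-driven luminescence signal at 20 µM reaches about 50%, limit read from the data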;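 note: cells stimulated with CCL20 at 14 nM final; plate controls were DMSO with CCL20 for no effect and DMSO without agonist for full effect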
Target sequence (P51684 whole entry, looked up): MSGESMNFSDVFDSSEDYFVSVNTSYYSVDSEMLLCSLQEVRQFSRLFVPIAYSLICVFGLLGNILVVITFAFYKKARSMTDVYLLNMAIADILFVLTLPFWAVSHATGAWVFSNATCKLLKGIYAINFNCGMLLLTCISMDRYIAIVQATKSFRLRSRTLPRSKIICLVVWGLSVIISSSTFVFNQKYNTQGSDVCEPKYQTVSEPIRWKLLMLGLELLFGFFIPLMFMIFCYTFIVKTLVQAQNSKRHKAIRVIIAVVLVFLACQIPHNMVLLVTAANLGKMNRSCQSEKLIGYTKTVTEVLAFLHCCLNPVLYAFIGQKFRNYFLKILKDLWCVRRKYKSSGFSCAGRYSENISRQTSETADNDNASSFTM
Gli-Sufu block – Gli-Sufu pathway antagonism; Sufu-KO-LIGHT fibroblasts, Gli luciferase reporter luminescence; 340,000 compounds, 0.74% hits; inhibition, % at 5 µM;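 active = inhibition above about 55%, limit read from the data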;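 note: 0% = DMSO-treated cells and 100% = wells with medium but no cells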
The depositor's hits bear a star; x = no result given.

SMILES	697 NFkB inh	APJ antag	EBI2 block	Jurkat NFkB inh	UBC13 polyUb	CXCR6 block	CCR6 antag	Gli-Sufu block
O=C(c1cc(F)c(F)c(F)c1F)N1CCN(C(=O)C2CCCO2)CC1 (stereo not drawn)	-5	11	-4	-7	-10	6	8	23
C/C(=N\NC(=O)c1c[nH]c2ccccc12)c1ccc(C)o1	-22	1	-12	-11	-10	0	20	-18
Cc1ccccc1N/C(=C(/C(Cl)=C(Cl)Cl)[N+](=O)[O-])n1nnc2ccccc21	4	-11	-10	-1	-3	-5	13	1
CCC(NC(=O)Nc1nccs1)(C(F)(F)F)C(F)(F)F	14	-3	-17	12	6	-3	10	25
C=CCC1(CC=C)CCCN1C(=O)c1cc(COc2cccc(C(F)(F)F)c2)on1	-12	7	12	1	-1	3	35	13
COc1ccc(C(=O)Cn2nnc(-c3ccccc3-n3cnnn3)n2)cc1	5	-1	-1	-6	10	0	-9	-3
CC(C)(C)OC(=O)N1CSC[C@H]1C(=O)NC[C@H](CC(=O)O)c1ccc(Cl)cc1	-7	-1	0	0	-4	-6	13	-23
COc1ccc(OC)c(CNCc2ccc3c(c2)OCO3)c1	-12	10	-7	-11	2	6	19	3
O=C(CN1C(=O)/C(=C/c2ccccc2)SC1=S)Nc1cccnc1	9	10	-11	-4	-10	-10	14	2
O=C1C[C@@H](c2ccc(O)cc2)Oc2cc(O)cc(O)c21	-20	-37	1	-5	1	3	3	0
O=C(CCn1c(=O)sc2ccccc21)NCc1ccc2c(c1)OCO2	-24	0	0	-17	-3	-7	8	9
Cc1ccc(S(=O)(=O)N2[C@@H](c3ccc(Cl)cc3)C(C(=O)O)=CC[C@H]2c2ccc(Cl)cc2)cc1	21	-70	3	-9	-25	4	2	3
CN(Cc1ccon1)C(=O)C1CCN(C2CCN(CCCc3ccccc3)CC2)CC1	17	19	-5	18	-1	-5	1	17
O=C(COC(=O)/C=C/c1ccc([N+](=O)[O-])cc1)NCc1ccccc1	-4	-3	-1	20	2	-18	-12	6
Cc1cc(-c2onc(C)c2C(=O)Oc2ccc(Cl)cc2)no1	1	21	5	20	6	2	11	-3
CSc1nc(/C=C2\C=Nc3ccccc32)c(O)n1C	4	12	5	-18	-32	7	30	5
O=C(CSc1nnc(Nc2ccccc2F)s1)NCC1CCCO1 (stereo not drawn)	3	9	-2	-13	13	-6	5	-4
COc1cc2c(cc1NC(=O)C(F)(F)F)-c1ccc(NC(=O)C(F)(F)F)cc1C2	x	x	-9	x	x	-5	-4	-12
CC(=O)N(CCCN(C)C)c1nc2ccc(C)cc2s1	22	6	-8	-6	8	2	11	43
NC(=O)c1nsc(C(=O)N(c2ccccc2)C(C(=O)NCC2CCCO2)c2cccs2)c1N (stereo not drawn)	-12	-28	7	-6	40	-6	10	-5
Cc1cc(Cl)ccc1NC(=O)CN(C)C1=NS(=O)(=O)c2ccccc21	18	0	3	-3	2	6	7	1
CCCn1nnnc1SCC(=O)Nc1cccc(NC(=O)c2ccco2)c1	10	18	-4	-7	-2	-1	6	-4
O=C(NCC(c1ccco1)N1CCCCC1)c1ccc(NS(=O)(=O)c2ccc(F)cc2)cc1 (stereo not drawn)	-10	-5	17	-5	-1	4	-2	16
O=C(NC(Cc1ccc(O)cc1)C(=O)O)/C(=C/c1ccccc1)NC(=O)c1ccccc1 (stereo not drawn)	23	2	7	-6	-4	3	13	-31
O=C(Nc1cc(=O)c2ccccc2o1)N1CCCCC1	33	16	-3	7	-2	6	-3	5

Given in markdown: part of the list above
| structure | 697 NFkB inh | APJ antag | EBI2 block | Jurkat NFkB inh | UBC13 polyUb | CXCR6 block | CCR6 antag | Gli-Sufu block |
| --- | --- | --- | --- | --- | --- | --- | --- | --- |
| CCC(NC(=O)Nc1nccs1)(C(F)(F)F)C(F)(F)F | 14 | -3 | -17 | 12 | 6 | -3 | 10 | 25 |
| C=CCC1(CC=C)CCCN1C(=O)c1cc(COc2cccc(C(F)(F)F)c2)on1 | -12 | 7 | 12 | 1 | -1 | 3 | 35 | 13 |
| COc1ccc(C(=O)Cn2nnc(-c3ccccc3-n3cnnn3)n2)cc1 | 5 | -1 | -1 | -6 | 10 | 0 | -9 | -3 |
| CC(C)(C)OC(=O)N1CSC[C@H]1C(=O)NC[C@H](CC(=O)O)c1ccc(Cl)cc1 | -7 | -1 | 0 | 0 | -4 | -6 | 13 | -23 |
| COc1ccc(OC)c(CNCc2ccc3c(c2)OCO3)c1 | -12 | 10 | -7 | -11 | 2 | 6 | 19 | 3 |
| O=C(CN1C(=O)/C(=C/c2ccccc2)SC1=S)Nc1cccnc1 | 9 | 10 | -11 | -4 | -10 | -10 | 14 | 2 |
| O=C1C[C@@H](c2ccc(O)cc2)Oc2cc(O)cc(O)c21 | -20 | -37 | 1 | -5 | 1 | 3 | 3 | 0 |

Next part:
SMILES	697 NFkB inh	APJ antag	EBI2 block	Jurkat NFkB inh	UBC13 polyUb	CXCR6 block	CCR6 antag	Gli-Sufu block
CC(C)C(=O)Nc1cc(S(=O)(=O)Nc2cccc(Cl)c2)ccc1Cl	-2	9	-11	11	3	-3	4	8
COCCCN1Cc2cccc(C(=O)O)c2C1=O	21	13	-5	4	1	3	15	1
CC(SCc1ccccc1)C(=O)NCc1ccccn1 (stereo not drawn)	x	x	9	x	x	-4	0	2
CCN(CC)CCNCC(=O)N1c2ccccc2CCc2ccc(NC(=O)OC)cc21	2	2	-5	-21	6	4	-8	-2
NS(=O)(=O)c1ccc(N/N=C2/CCCc3ccccc32)c([N+](=O)[O-])c1	2	-13	9	-3	-48	9	15	3
Cc1cc(N(C(=O)c2ccco2)C(C(=O)NC2CCCCC2)c2ccccc2)ccc1-n1cnnn1 (stereo not drawn)	1	1	1	-11	4	5	6	-25
CCn1c(-c2cccs2)nc2ccccc21	-11	5	-7	-9	2	-1	-12	-18
COc1cc(/C=C(\C#N)C(=O)Nc2cccc3ncccc23)cc(OC)c1OC	-15	7	14	6	-17	-2	-4	-5
COCCN(C(=O)CCC(=O)Nc1nccs1)C(C(=O)NCCC(C)C)c1ccc(OC)cc1 (stereo not drawn)	10	-7	0	15	3	-2	17	27
C=C(C)CSc1nc2sc3c(c2c(=O)n1C1CCCCC1)CCN(C)C3	-36	21	13	-2	9	7	15	58*
CCOC(=O)c1[nH]c(C)c(CC(C)C)c1C	-13	-9	1	-6	-2	-8	6	-8
Cc1sc2ncnc(NCCN3CCOCC3)c2c1C	-4	11	-9	3	-1	-3	4	19
CC(C)(C)c1ccccc1OCCCCCNCCO	3	-5	-17	4	8	-10	-5	4
CC(=O)N(C(C)=O)c1ncnc2c1c(-c1ccc(Cl)cc1)nn2C(C)(C)C	-61	-4	5	-10	2	1	21	17
CCCCNC(=O)NC(C(=O)OC)C12CC3CC(CC(C3)C1)C2 (stereo not drawn)	17	5	1	-4	-4	0	2	5
COc1ccc(N(CC(=O)Nc2cc([N+](=O)[O-])ccc2C)S(C)(=O)=O)cc1OC	15	14	-2	4	0	4	8	-10
COc1ccc(-n2nc3cc(C)c(N)c(Br)c3n2)cc1	-164	-15	2	-199	-13	5	1	-69
CC[C@H](C)[C@H](NC(=O)c1ccccc1)C(=O)NC(CC(=O)O)c1ccc(F)cc1 (stereo partly drawn)	-18	-8	-5	5	-3	-1	1	4
COc1ccc(N2C(=O)C3CCCN3C2c2ccc(C)cc2)cc1 (stereo not drawn)	1	-40	8	-1	-8	6	2	-3
CC(C)(CNC(=O)CNC(=O)C1CCCCC1)N1CCOCC1	-1	-15	0	2	-4	-3	-7	-7
CC(C)(CO)Nc1ncnc2onc(-c3ccc(F)cc3)c12	-1	2	-4	-8	7	5	14	-6
Cc1ccc(S(=O)(=O)Nc2ccc(NC(=O)/C=C/C(=O)O)cc2)cc1	8	10	-6	-1	-3	-4	5	-2
COc1ccc(NC(=O)CS(=O)CC(=O)Nc2ccc(F)cc2F)cc1 (stereo not drawn)	10	6	7	8	8	7	-8	19
COc1ccc(S(N)(=O)=O)cc1C(=O)OCCCC(=O)c1ccccc1	16	-4	-2	2	1	-1	3	-1
Cc1ccc(C(C[N+](=O)[O-])n2nc(C)cc2C)cc1 (stereo not drawn)	14	-19	-40	-1	-7	7	30	19

Arranged by length of the SMILES (lowest first): some entries from above.
SMILES	697 NFkB inh	APJ antag	EBI2 block	Jurkat NFkB inh	UBC13 polyUb	CXCR6 block	CCR6 antag	Gli-Sufu block
Cc1sc2ncnc(NCCN3CCOCC3)c2c1C	-4	11	-9	3	-1	-3	4	19
COc1ccc(NC(=O)CS(=O)CC(=O)Nc2ccc(F)cc2F)cc1 (stereo not drawn)	10	6	7	8	8	7	-8	19
COc1cc(/C=C(\C#N)C(=O)Nc2cccc3ncccc23)cc(OC)c1OC	-15	7	14	6	-17	-2	-4	-5
COc1cc2c(cc1NC(=O)C(F)(F)F)-c1ccc(NC(=O)C(F)(F)F)cc1C2	x	x	-9	x	x	-5	-4	-12

Next entries.
SMILES	697 NFkB inh	APJ antag	EBI2 block	Jurkat NFkB inh	UBC13 polyUb	CXCR6 block	CCR6 antag	Gli-Sufu block
COC(=O)c1c(NC(=O)CN2CCN(c3ncccn3)CC2)sc(C(N)=O)c1C	4	-13	6	15	2	0	4	-1
CCCNC(=O)CCc1c(C)nc2nc(C)nn2c1C	24	9	-16	8	7	0	5	1
CCOc1ccc(/C(C)=N/NC(=O)C(OC)c2ccccc2)cc1 (stereo not drawn)	-4	-3	-5	0	-4	3	-3	-7
COc1ccc(/C=C/C(=O)NC(C)CCc2ccccc2)cc1OC (stereo not drawn)	13	-7	14	-5	3	6	19	-3
Cc1ccccc1CC1(CO)CCCN(C(=O)CCCN2CCCCC2=O)C1 (stereo not drawn)	-1	6	-10	-4	-6	1	-4	-3
Cc1ccccc1NC(=O)CCS(=O)(=O)c1cccc2nonc12	11	-12	1	-7	-2	-2	1	21
COc1cc(C(=O)NC(C)c2cccc3ccccc23)cc(OC)c1OC (stereo not drawn)	4	8	5	-14	2	5	-11	4
COc1ccc(Oc2nc(SC)nc3ccsc23)cc1	-36	11	-7	17	-4	2	19	2
CCN(CC)CCNC(=O)c1cc(-c2cccnc2)nc2ccc(S(=O)(=O)N3CCC(C)CC3)cc12	-11	-21	-4	12	6	0	12	3
CC(=O)Nc1cc2nc(C)n(Cc3ccc([N+](=O)[O-])cc3)c2nc1C	-9	17	-10	-2	0	-9	11	6
Cc1ccc(NC(=O)C(C)c2ccc([N+](=O)[O-])cc2)cc1Cl (stereo not drawn)	12	4	16	10	0	-4	-3	4
CC1CCN(CCCNC(=O)c2cn(C)c3ccc(S(=O)(=O)N4CCCC4)cc3c2=O)CC1	-10	14	-2	7	-16	3	12	37
O=C(CSC1=NCCS1)Nc1ccc(F)cc1	14	10	-1	1	6	3	14	-17
Cc1cc2c(cc1C)NC1(C[C@H]3CCC(=O)N4CC[C@@H](C1)[C@@H]34)C(=NC(C)(C)CC(C)(C)C)N2 (stereo partly drawn)	x	x	-1	x	x	-17	-12	5
O=C1NCN(C2CCCCC2)CN1	x	x	0	x	x	-6	3	3
COc1ccccc1C(=O)NNC(=O)c1cccc([N+](=O)[O-])c1	3	-4	-4	-5	0	-2	12	-2
O=C1c2cccnc2C(=O)N1Cc1ccc(S(=O)(=O)N2CCOc3ccc(Cl)cc32)cc1	9	-24	-3	13	-4	0	-4	-14

Some entries already given, reduced to APJ antag and CCR6 antag.
mol	APJ antag	CCR6 antag
Cc1ccc(S(=O)(=O)Nc2ccc(NC(=O)/C=C/C(=O)O)cc2)cc1	10	5
COc1ccc(NC(=O)CS(=O)CC(=O)Nc2ccc(F)cc2F)cc1 (stereo not drawn)	6	-8
COc1ccc(S(N)(=O)=O)cc1C(=O)OCCCC(=O)c1ccccc1	-4	3
Cc1ccc(C(C[N+](=O)[O-])n2nc(C)cc2C)cc1 (stereo not drawn)	-19	30

Rows were taken by chance; overall some 3% were active at least once.
